Source: PubChem (several laboratories)
GPR7 antagonist – GPR7 receptor antagonists, primary screen, cell-based, fluorescence, single concentration; GPR7-expressing cells, fluorescence antagonist assay; inhibition, % at 4.4 µM; actives 1.1% (n = 290,000); AID 1861, 2009; in the data active = inhibition above about 16%, passing the limit was not always enough;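 note: cells stimulated with the agonist NPW; 0% = agonist with vehicle and 100% = vehicle without agonist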
Target sequence (P48145 whole entry, looked up): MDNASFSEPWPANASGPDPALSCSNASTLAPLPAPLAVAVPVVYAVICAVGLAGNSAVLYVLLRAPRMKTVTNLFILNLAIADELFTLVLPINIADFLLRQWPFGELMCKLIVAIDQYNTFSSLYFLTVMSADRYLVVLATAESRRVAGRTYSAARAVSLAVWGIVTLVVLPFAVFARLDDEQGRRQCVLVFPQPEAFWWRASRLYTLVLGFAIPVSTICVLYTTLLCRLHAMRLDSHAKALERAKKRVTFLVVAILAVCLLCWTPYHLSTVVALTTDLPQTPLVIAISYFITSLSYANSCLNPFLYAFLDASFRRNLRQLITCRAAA
OXTR ag – human OXTR agonists, primary screen, fluorescence, CHO-OTR cells, Fluo-8 calcium; Oxytocin receptor (Homo sapiens), P30559; Fluo-8 calcium fluorescence; normalized: DMSO 0%, oxytocin 100%; activation, % at 3 µM; actives 0.32% (n = 320,000);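 active = activation above the mean of all tested compounds plus 3 SD, cutoff set per screening run, cut at about 20% in these data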;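 note: peak over basal fluorescence ratio from a 100 s FLIPR kinetic read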
Target sequence (P30559 whole entry, looked up): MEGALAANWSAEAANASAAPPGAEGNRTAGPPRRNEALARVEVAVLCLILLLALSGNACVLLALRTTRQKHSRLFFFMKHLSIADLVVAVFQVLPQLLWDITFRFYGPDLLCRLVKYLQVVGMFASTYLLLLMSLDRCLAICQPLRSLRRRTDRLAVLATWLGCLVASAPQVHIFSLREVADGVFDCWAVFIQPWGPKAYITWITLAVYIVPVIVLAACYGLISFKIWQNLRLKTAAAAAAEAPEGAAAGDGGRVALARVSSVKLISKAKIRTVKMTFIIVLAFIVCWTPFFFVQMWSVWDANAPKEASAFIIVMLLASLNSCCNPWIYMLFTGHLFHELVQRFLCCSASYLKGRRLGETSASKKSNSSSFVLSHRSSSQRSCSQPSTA
V1aR counter – agonists of human V1a receptor, primary screen, counter-screen for OXTR agonist project, fluorescence, CHO-V1R cells; Vasopressin V1a receptor (Homo sapiens), P37288; Fluo-8 calcium fluorescence, agonist mode; 0% DMSO, 100% 3 nM vasopressin; activation, % at 3 µM; actives 0.25% (n = 320,000);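 active = activation above the mean activation of all tested compounds plus 3 SD, per screening run, cut at about 20% in these data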;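 note: signal is peak over basal fluorescence ratio across a 100 second FLIPR read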
GalR3 antagonist – GalR3 antagonists in HEK293 cells, primary screen, cell-based, fluorescence readout | inhibition, % at 3 µM | HEK293 GalR3-CNG cAMP membrane potential fluorescence; galR3 body fused to GalR1 C-terminus | actives 0.44% (n = 360,000) | Galanin receptor type 3 (Homo sapiens), O60755;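 active = inhibition above the screen-wide average plus 3 SD, cut at about 13% in these data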;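 note: forskolin and galanin both at EC90 stimulate the cells; cAMP rise reported by CNG channel membrane potential dye signal; 0% = forskolin plus galanin with DMSO and 100% = forskolin alone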
Target sequence (O60755 1-299 limits assumed): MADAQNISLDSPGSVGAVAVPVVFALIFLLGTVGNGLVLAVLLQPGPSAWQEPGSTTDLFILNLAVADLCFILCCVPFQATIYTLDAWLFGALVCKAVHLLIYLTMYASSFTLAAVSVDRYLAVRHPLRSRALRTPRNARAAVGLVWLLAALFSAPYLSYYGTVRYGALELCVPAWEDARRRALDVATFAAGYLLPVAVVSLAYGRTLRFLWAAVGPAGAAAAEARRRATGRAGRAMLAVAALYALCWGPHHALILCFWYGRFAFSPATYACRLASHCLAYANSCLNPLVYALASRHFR
NALP1 inh – NALP1 inflammasome inhibitors in reconstituted yeast, colorimetric, S. cerevisiae, triplicate retest; inhibition, % at 10 µM; S. cerevisiae NALP1/ASC/caspase-1 growth, X-gal OD620, 72 h; actives 0.61% (n = 280,000); AID 2071, 2009; in the data active = inhibition mostly above about 24%, no sharp cut-off; inactive = mostly below about 32%; note: some compounds called inactive have numbers as strong as hits
M18AAP inhibitor – PfM18AAP inhibitors, malaria aminopeptidase, primary screen, biochemical, QFRET, recombinant enzyme; actives 1.2% (n = 290,000); AID 1822, 2009; inhibition, % at 7.35 µM; H-Glu-NHMec fluorogenic cleavage;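 active = inhibition above the campaign mean inhibition over all tested compounds plus 3 SD, cut at about 28% in these data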;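 note: 0% = plate median of test compound wells and 100% = 2 mM ZnCl2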
MEKK2 mut-MEK5 – MEK5 binding signal on mutant MEKK2 PB1, primary screen, biochemical, multiplex bead flow cytometry, Alexa488-MEK5. Alexa488-MEK5 binding to MEKK2 mutant. percent response, % at 10 µM. actives 0.35% (n = 290,000). AID 1530, 2009; in the data active = percent response above about 24%, passing the limit was not always enough; note: inactives centre near 1; some results filed as inactive read as strong as hits
OXTR potentiate – human OXTR potentiators, primary screen, fluorescence, CHO-OTR cells, Fluo-8 calcium. Fluo-8 calcium fluorescence, potentiator mode; 0% = oxytocin EC15, 100% = EC100. AID 2445, 2010. activation, % at 3 µM. actives 0.061% (n = 320,000);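 active = activation above that plate's cutoff, the mean activation of tested compounds plus 3 SD, cut at about 6.6% in these data, passing the limit was not always enough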;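 note: 100% uses oxytocin at 75 nM as the full agonist control; some results filed as inactive read as strong as hits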
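System: human OTR in CHO cells; Also added: sub-maximal oxytocin, roughly EC15; Timing: compound 6 min at room temperature before oxytocin, 100 s read; Technique: Fluo-8 intracellular calcium fluorescence, ex 470-495, em 515-575 nm; Controls: oxytocin EC15 low and EC100 high; Replication: singlicate.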
MEKK2wt PB1 HTS – modulators of MEK5 binding to wildtype MEKK2, primary screen, biochemical, multiplex bead flow cytometry, Alexa488-MEK5 | Mitogen-activated protein kinase kinase kinase 2 (Homo sapiens), Q9Y2U5 | Alexa488-MEK5 binding to MEKK2 WT; actives lie on both sides | binding response (% of control), % at 10 µM | actives 1.1% (n = 290,000); in the data active = binding response below about 67% or above about 130%
Active calls of the source: *; . = not tested or not shown.

item | structure | GPR7 antagonist | OXTR ag | V1aR counter | GalR3 antagonist | NALP1 inh | M18AAP inhibitor | MEKK2 mut-MEK5 | OXTR potentiate | MEKK2wt PB1 HTS
1 | Cc1ccc(N2CC(C(=O)Nc3nnc(SCC(=O)NCC4CCCO4)s3)CC2=O)cc1C (stereo not drawn) | -15 | 0.3 | -1.3 | -3 | 9 | 1 | 9 | -8 | 110
2 | O=C(c1ccccc1Br)N1CCCC(c2nc(-c3cccs3)no2)C1 (stereo not drawn) | -12 | 7.9 | 5.9 | -2 | -9 | -3 | 0 | -30 | 99
3 | FC(F)(F)c1nnc2ccc(Cl)nn12 | -1 | 0.3 | -0.2 | -7 | -10 | 1 | 1 | -6 | 100
4 | COc1ccc(C2=CN3CCCCC3CC2=O)cc1OC (stereo not drawn) | . | 0.1 | -0.3 | -4 | . | . | . | 2 | .
5 | O=C(NC1CCN(S(=O)(=O)c2ccc(F)cc2)CC1)c1ccc(F)cc1 | -5 | -1.4 | -0.3 | 0 | 8 | 1 | 13 | -1 | 107
6 | CCN(C[C@H]1N[C@@](Cc2ccccc2)(C(=O)OC)[C@H]2C(=O)N(Cc3ccccc3)C(=O)[C@@H]12)C(C)=O | . | 0.8 | 1.1 | -5 | . | . | . | -3 | .
7 | O=C(c1c(O)cc(O)cc1O)C1c2c(cc(O)c3c2O[C@H](c2ccc(O)cc2)[C@@H](O)C3)OC1c1ccc(O)cc1 (stereo partly drawn) | . | -1.2 | 0.0 | -2 | . | . | . | 0 | .
8 | COc1ccccc1CC(=O)Nc1cc(Cl)ccc1O | -5 | 4.2 | 0.4 | -3 | 10 | -9 | 5 | -1 | 105
9 | Cc1ccccc1NC(=S)N(Cc1cccnc1)Cc1ccccc1Cl | -2 | -0.2 | 1.0 | -3 | 8 | -6 | -3 | -8 | 98
10 | Cc1[nH]nc(N=Cc2c(O)n(C)c(=O)n(C)c2=O)c1-c1ccccc1 | . | -0.7 | 0.7 | . | 10 | . | -1 | -9 | 107
11 | Cc1ccc(Nc2c([N+](=O)[O-])c(=O)n(C)c3ccccc23)cc1C | 4 | -0.1 | -1.0 | -9 | 27 | -5 | 2 | -3 | 96
12 | Cc1cc(N2CCOCC2)nc2ccc(NC(=O)CCC(=O)N3CCC(C)CC3)cc12 | -9 | -1.2 | -0.3 | 5 | -24 | -2 | -5 | 4 | 97

Part of the list above with just GPR7 antagonist, GalR3 antagonist and NALP1 inh.
no.	SMILES	GPR7 antagonist	GalR3 antagonist	NALP1 inh
6	CCN(C[C@H]1N[C@@](Cc2ccccc2)(C(=O)OC)[C@H]2C(=O)N(Cc3ccccc3)C(=O)[C@@H]12)C(C)=O	.	-5	.
7	O=C(c1c(O)cc(O)cc1O)C1c2c(cc(O)c3c2O[C@H](c2ccc(O)cc2)[C@@H](O)C3)OC1c1ccc(O)cc1 (stereo partly drawn)	.	-2	.

Remaining list, next part
item | structure | GPR7 antagonist | OXTR ag | V1aR counter | GalR3 antagonist | NALP1 inh | M18AAP inhibitor | MEKK2 mut-MEK5 | OXTR potentiate | MEKK2wt PB1 HTS
13 | O=C(Nc1ccccn1)c1ccc2c(c1)OCCO2 | -5 | 0.2 | 0.8 | 1 | 12 | -10 | -12 | 1 | 77
14 | O=C(CNS(=O)(=O)c1c(F)cccc1F)NC1CCCc2ccccc21 (stereo not drawn) | . | -0.4 | 0.1 | -4 | . | . | . | 1 | .
15 | O=C(Nc1ccc(C(=O)N2CCCCC2)cc1)c1ccc(Br)cc1 | -4 | 1.1 | 1.5 | -2 | 21 | -8 | 4 | -20 | 102
16 | COc1ccc(SCCCn2c(=O)c3c(ncn3C)n(C)c2=O)cc1 | -5 | 3.1 | 3.0 | -7 | 6 | -8 | 0 | -8 | 98
17 | O=C(N/N=C/c1ccc[nH]1)c1ccc([N+](=O)[O-])cc1 | -7 | -0.7 | -0.7 | -5 | 1 | -3 | 2 | -5 | 104
18 | c1ccc(-c2noc(C34CC5CC(CC(C5)C3)C4)n2)cc1 | 10 | 0.1 | 0.0 | -4 | 12 | 10 | 1 | 1 | 105
19 | CCNc1ccc(S(N)(=O)=O)cc1[N+](=O)[O-] | -8 | -0.1 | 0.4 | 0 | -11 | -3 | -1 | -8 | 101
20 | CCOC(=O)c1c(C)[nH]c(C=C2C(=O)CCCC2=O)c1O | -12 | -0.8 | 0.7 | -11 | 28 | 7 | 0 | 3 | 104
21 | COc1ccc([N+](=O)[O-])cc1NC(=O)CCS(=O)(=O)c1ccc(Br)cc1 | 9 | 2.1 | 1.9 | -6 | -3 | -8 | -5 | -1 | 103
22 | Cc1cccc(C)c1Nc1nnc(SCC(=O)Nc2ncc(C(F)(F)F)cc2Cl)s1 | -11 | -1.2 | -0.1 | -4 | 11 | 7 | 1 | -6 | 96
23 | CCN(CC)S(=O)(=O)c1ccc(NC(=O)COC(=O)c2ccc(-n3nc(C)cc3C)cc2)cc1 | 3 | 6.9 | 1.6 | -3 | -2 | 0 | 0 | -10 | 114
24 | Cc1cccc(NC(=O)c2cccc(NC3=NC4CS(=O)(=O)CC4S3)c2)c1 (stereo not drawn) | -9 | -0.1 | 1.1 | . | 2 | -3 | -2 | -5 | 99
25 | CC(NS(=O)(=O)c1ccc(OCC(=O)N2CCOCC2)c(Cl)c1)c1ccccc1 (stereo not drawn) | -11 | 1.0 | 0.7 | 2 | 10 | 3 | -1 | -7 | 100
26 | O=C1CN(C(=O)OCc2ccccc2)c2ccccc2N1 | -1 | -0.4 | 0.9 | -5 | 8 | -11 | 2 | -4 | 108
27 | Cc1ccc2c(c1)c1c3n2CCN(C=O)C3CCC1 (stereo not drawn) | -13 | -1.5 | -0.4 | 1 | -2 | 8 | 3 | -14 | 106
28 | c1ccc(-n2nnnc2SCc2cn3cccnc3n2)cc1 | -13 | 0.5 | 0.3 | -7 | 28 | -4 | 0 | -6 | 101
29 | COC(=O)c1c(NC(=O)c2ccco2)sc2c1C(C(=O)OC)CC2 (stereo not drawn) | -4 | -0.8 | 0.1 | -3 | 8 | 7 | 2 | -12 | 99
30 | O=C(O)c1ccc2c(=O)n3c(nc2c1)/C(=C/c1ccc(OC(F)F)cc1OC(F)F)CC3 | 7 | 0.3 | 0.4 | -9 | 9 | -8 | 2 | 2 | 106
31 | CCOc1ccc(CCNC(=O)COC(=O)/C=C/c2ccc(C)o2)cc1OCC | -5 | 0.2 | -0.1 | -2 | 11 | -1 | -6 | -7 | 91
32 | COc1ccc(Br)cc1/C=N/Nc1ccc(Cl)c(C(=O)O)c1 | -10 | 0.3 | -0.3 | -2 | 10 | 6 | 1 | -5 | 100
33 | CCN(CC)CCn1c(=N)n(CCOc2ccccc2)c2ccccc21 | 16 | 0.3 | 0.0 | -8 | -1 | -6 | 13 | -5 | 114
34 | Cc1ccc(NC(=S)NCCN2CCOCC2)cc1F | -5 | -0.5 | 0.7 | -6 | -4 | -3 | 3 | -8 | 104
35 | CCOc1ccc(S(=O)(=O)NCCC2=CCCCC2)c2ccccc12 | -11 | 1.5 | 1.9 | -4 | 4 | 0 | 6 | -10 | 105
36 | COc1ccc(-c2csc(Nc3ccc(S(=O)(=O)Nc4cc(OC)nc(OC)n4)cc3)n2)cc1 | -6 | 5.5 | 0.7 | 4 | 9 | 0 | 0 | -11 | 104

Entries shown so far that have an NH in an aromatic ring, in the order listed:
item | structure | GPR7 antagonist | OXTR ag | V1aR counter | GalR3 antagonist | NALP1 inh | M18AAP inhibitor | MEKK2 mut-MEK5 | OXTR potentiate | MEKK2wt PB1 HTS
10 | Cc1[nH]nc(N=Cc2c(O)n(C)c(=O)n(C)c2=O)c1-c1ccccc1 | . | -0.7 | 0.7 | . | 10 | . | -1 | -9 | 107
17 | O=C(N/N=C/c1ccc[nH]1)c1ccc([N+](=O)[O-])cc1 | -7 | -0.7 | -0.7 | -5 | 1 | -3 | 2 | -5 | 104
20 | CCOC(=O)c1c(C)[nH]c(C=C2C(=O)CCCC2=O)c1O | -12 | -0.8 | 0.7 | -11 | 28 | 7 | 0 | 3 | 104

New compounds follow:
item | structure | GPR7 antagonist | OXTR ag | V1aR counter | GalR3 antagonist | NALP1 inh | M18AAP inhibitor | MEKK2 mut-MEK5 | OXTR potentiate | MEKK2wt PB1 HTS
37 | CCOc1ncccc1C(=O)NCc1ccccc1 | -10 | -1.0 | -0.2 | . | 24 | -3 | -2 | -3 | 96
38 | Cc1ccc(-c2nc(CS(=O)(=O)CC(=O)NC3CC3)c(C)o2)cc1 | -1 | 1.1 | 0.6 | 0 | 11 | 0 | 3 | 4 | 103
39 | CCCOc1ccc(N2C(=O)CC(N3CCN(c4ccccc4OC)CC3)C2=O)cc1 (stereo not drawn) | -4 | -1.5 | 0.6 | 0 | -16 | -10 | 3 | -1 | 101
40 | OCCc1ccc(-c2ccc(Cl)cc2)o1 | -11 | 0.6 | 1.1 | -4 | 1 | -2 | 4 | 0 | 110
41 | Cc1cc(Cl)ccc1OC(C)C(=O)Nc1ccc(C(=O)Nc2ccccc2C(=O)O)cc1 (stereo not drawn) | -1 | -1.9 | 1.1 | -6 | 3 | -3 | -4 | -15 | 100
42 | Cc1ccc(N(CC(=O)NC2CCCCC2)C(=O)CNC(=O)c2ccco2)c(C)c1 | 0 | 0.2 | 0.4 | -9 | 16 | 1 | 0 | -2 | 102
43 | Cc1ccc(NC(=O)C2CCN(S(=O)(=O)c3ccc4[nH]c(=O)oc4c3)CC2)cc1F | -14 | 0.7 | 0.0 | -8 | 10 | 7 | 2 | -8 | 101
44 | O=C(CNC(=O)c1ccc(Cl)cc1Cl)OCc1nc2ccccc2s1 | -10 | -1.8 | -1.7 | -4 | 31 | -4 | 1 | 0 | 100
45 | Cc1ccc(NC(=O)CSc2nnc(Cn3c(=O)sc4ccccc43)n2C)cc1 | 0 | -1.2 | -0.7 | -2 | 5 | -13 | 0 | 1 | 98
46 | CC(=O)c1c(C)n([O-])c2cc(C)ccc2[n+]1=O | -9 | 1.8 | 0.7 | 1 | -1 | -3 | 2 | -2 | 105
47 | Cc1nc2ccc(S(=O)(=O)N(C)CC(=O)N3CCc4ccccc4C3)cc2s1 | -12 | 0.9 | 4.7 | 1 | 7 | 13 | 0 | -12 | 101
48 | Cc1csc2ncc(C(=O)NC(C)c3ccccc3)c(=O)n12 (stereo not drawn) | -14 | 2.8 | 5.5 | . | 30 | 7 | 15 | -4 | 109
49 | Cn1cc(Cl)c(C(=O)OCC(=O)Nc2ccc(S(N)(=O)=O)cc2)n1 | 9 | . | . | -7 | 16 | -1 | -2 | . | 99
50 | CCOC(=O)CNC(=O)C1CCC(CNS(=O)(=O)c2cccc3nsnc23)CC1 (stereo not drawn) | -8 | 0.0 | 0.9 | -7 | 10 | 0 | 1 | -9 | 99
